# Screens: PubChem, National Center for Advancing Translational Sciences (NCATS)
# GAA glycogen: GAA glycogen-cleavage inhibition or activation. P10253. recombinant GAA, glycogen substrate, Amplex Red glucose oxidase fluorescence. Potency, µM (series often up to 76.4 µM), inactives show top-dose activity change, negative = inhibition, hits mostly inhibitors. actives 0.38% (n = 300,000); active means well fitted inhibition curve with a large enough effect; inconclusive means small, poorly fitted or top-dose-only effect, or another doubt; inactive means no such curve, though single readings can be large or run the other way;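 further: 0% = full enzyme reaction and -100% = no-enzyme basal signal; the screen sought inhibitors and activators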
#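 Recombinant enzyme (4 nM final) with compounds titrated up to 77 uM and bovine liver glycogen (30 ug) in citrate pH 5.0, 0.01% Tween-20, 37 C 40 min. Released glucose detected by Amplex Red/glucose oxidase (Ex 573/Em 610); AC50 from Hill fits.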
# Active calls of the source: *; ? = inconclusive; [ ] = another dose, or the depositor's remark. Potency means the concentration at half of the fitted maximal effect. Only part of the results is shown, so the mix of outcomes need not match the whole.
SMILES	GAA glycogen
Cc1ccc(C(=O)NC2CCN(CC(=O)NC3CCC(C)CC3)CC2)cc1 (stereo not given)	4%
CCCCN(CCCC)CCNC(=O)c1cn(C)c2ccc(S(=O)(=O)N3CCOCC3)cc2c1=O	-12%[76.3 µM]
Cc1ccc(N(C(C)C(=O)N2CCN(Cc3ccccc3)CC2)S(C)(=O)=O)cc1 (stereo not given)	-11%[76.3 µM]
CCOC(=O)Cc1csc(NC(=O)CCN2C(=O)c3cccc([N+](=O)[O-])c3C2=O)n1	11%[76.3 µM]
Cc1ccc(S(=O)(=O)N2CCN(C(=O)C3CCCC3)CC2)cc1C	-2%
CC1CCCN(C(=O)C2CCN(c3nc(-c4ccccc4)nc4c3CCC4)CC2)C1 (stereo not given)	-13%[76.3 µM]
CCc1ccccc1NC(=O)c1nnn(CC(=O)Nc2c(C)cc(C)cc2C)c1N	-9%[76.3 µM]
Cc1nonc1NC(=O)CSc1ccccn1	-11%
CN1CCN(c2nc3ccccn3c(=O)c2C=C(C#N)C#N)CC1	1%
COc1ccc(-c2sc(Nc3ccccc3)n[n+]2C)c(C)c1C	-7%[76.3 µM]
C=CCCC(=O)NC1CC(C)(C)Cc2c1cnn2-c1cccc(F)c1 (stereo not given)	-6%[76.3 µM]
COc1ccc(NC(=O)CCN2CCN(CCO)CC2)cc1	13%[76.3 µM]
COCCCNc1nc2c(c(=O)n(Cc3ccc(Cl)cc3)c(=O)n2C)n1C	-13%[76.3 µM]
O=C(c1cccc(NC2=NC3CS(=O)(=O)CC3S2)c1)N1CCN(c2ccc(F)cc2)CC1 (stereo not given)	9%[76.3 µM]
COc1ccc(CNCc2ccc(OC)c3ccccc23)cc1	4%
CCOC(=O)C1CCCN(S(=O)(=O)Cc2ccc(Cl)cc2)C1 (stereo not given)	1%[76.3 µM]
COc1ccc(-c2cc(=O)oc3c(C)c(OCC(=O)NCCCn4ccnc4)ccc23)cc1	11%[76.3 µM]
CNC(=S)N1CCN(c2nc(-c3ccc(F)cc3)cs2)CC1	-1%[76.3 µM]
COC(=O)c1c(NC(=O)C(C)Oc2ccc(Cl)c(C)c2)sc(C)c1C (stereo not given)	-10%[76.3 µM]
CC(C)Oc1ccc(OCCn2c(S(=O)(=O)O)nc3c(N)ncnc32)cc1	4%
Cc1ccc2c(c1)c1c(c(=O)n(-c3cccc(Cl)c3)c(=O)n1CC(=O)NCCC1=CCCCC1)n2C	14%[76.3 µM]
CSc1ccccc1OCc1cc(C(=O)N(C)Cc2c(C)n[nH]c2C)no1	-3%[76.3 µM]
Cc1ccc(S(=O)(=O)N2CCCN(C)CC2)cc1	3%
Cc1nnsc1S(=O)c1ccc(Cl)c(Cl)c1 (stereo not given)	-1%
CC1=NN(C(N)=S)C(=O)C1N=Nc1ccc(F)cc1 (stereo not given)	-3%
COc1cccc(NC(=O)CN2CCCN(S(=O)(=O)c3ccc(Br)cc3)CC2)c1	7%[76.3 µM]
COc1ccc(NC(=O)CC2C(=O)N(c3ccc(C)cc3)C(=O)N2C2CCCCC2)cc1 (stereo not given)	10%[76.3 µM]
CCSc1nsc(NC(=O)Nc2cccc(OC)c2)n1	9%[76.3 µM]
NC(=O)CCC(=O)N1CCCC(C(=O)c2ccc(C(F)(F)F)cc2)C1 (stereo not given)	1%[76.3 µM]
CCOCCOC(=O)C1=C(C)NC(=O)NC1c1cc2c(cc1Br)OCO2 (stereo not given)	-1%[76.3 µM]
O=C1NC(c2ccccc2O)Nc2ccccc21 (stereo not given)	-9%[76.3 µM]
CCN(CC)S(=O)(=O)c1cc(NC(=O)c2cc([N+](=O)[O-])ccc2N2CCOCC2)ccc1C	5%[76.3 µM]
Cc1cc(NC(=O)CSCC(=O)N(C)Cc2ccc(F)cc2)no1	-2%[76.3 µM]
CN(Cc1ccccc1)c1ncnc2sccc12	-8%
Cc1ccc(CNC(=O)c2cc3c(=O)n4cccc(C)c4nc3s2)cc1	10%[76.3 µM]
COc1ccc(NC(=O)CSc2nccn2Cc2ccc(F)cc2)cc1	0%[76.3 µM]
O=C(c1cccnc1)N1CCN(S(=O)(=O)c2cccc(Cl)c2)CC1	-2%[76.3 µM]
COc1ccc(C2=CSC3=NCCN23)cc1OC	9%[76.3 µM]
COc1ccc(-c2cc(OC(=O)c3ccccc3C)c3c(C)oc(C)c3c(=O)c2)cc1	4%[76.3 µM]
Cc1ccc(S(=O)(=O)c2nc(S(C)(=O)=O)sc2N2CCCCC2C)cc1 (stereo not given)	-9%[76.3 µM]
Cc1nc(-c2ccc(C(=O)Nc3cc(S(N)(=O)=O)ccc3C)cc2)cs1	-9%[76.3 µM]
OC(CC#CCN1CCCCC1)(c1ccccc1)c1ccccc1	-6%[76.3 µM]
O=C1c2[nH]nc(-c3ccccc3O)c2C(c2ccc(Cl)cc2)N1Cc1ccco1 (stereo not given)	-12%[76.3 µM]
CCOC(=O)c1cc2c(=O)n3ccccc3nc2n(CC2CCCO2)c1=NC(=O)c1cccc(C(F)(F)F)c1 (stereo not given)	-6%[76.3 µM]
Cc1cc2nccc(-c3ccc(Cl)cc3Cl)n2n1	7%

# Molecules shown so far containing an NH in an aromatic ring:
SMILES	GAA glycogen
CSc1ccccc1OCc1cc(C(=O)N(C)Cc2c(C)n[nH]c2C)no1	-3%[76.3 µM]
O=C1c2[nH]nc(-c3ccccc3O)c2C(c2ccc(Cl)cc2)N1Cc1ccco1 (stereo not given)	-12%[76.3 µM]

# (continued)
SMILES	GAA glycogen
Cc1ccc(S(=O)(=O)N2CCN(Cc3cc(C(C)(C)C)ccc3O)CC2)cc1	0%[76.3 µM]
CC(=O)Nc1ccc(S(=O)(=O)N(C#N)c2nc(N(C)C)nc(N(C)C)n2)cc1	4%[76.3 µM]
O=C(c1ccco1)n1nc(-c2ccc(Cl)cc2)nc1NCc1ccccc1	15%[76.3 µM]
CC(C)c1ccc(NC2CCCN(C(=O)c3cccnc3)C2)cc1 (stereo not given)	-4%[76.3 µM]
Cc1ccccc1NC(=O)Cc1nnc(SCC(=O)NC2CCCCC2)n1C	2%
Cc1cc(C)c(NC(=O)CCCn2c(C)c3cnn(-c4ccccc4)c(=O)c3c2C)c(C)c1	3%[76.3 µM]
CCC(=O)Oc1c(Sc2ccc(Cl)cc2)c(C)nn1C(C)(C)C	-2%[76.3 µM]
CCOc1ccccc1CN1CCNC(=O)C1CC(=O)NCc1ccccn1 (stereo not given)	0%[76.3 µM]
CN(Cc1ccc(F)cc1)C(=O)c1cccc(NS(=O)(=O)c2ccccc2)c1	-18%[76.3 µM]
CC(C)(C)c1ccc(S(=O)(=O)NNC(=O)c2cc3ccccc3[nH]2)cc1	-18%[76.3 µM]
COc1ccc(-c2c3c(nc4sc(C(=O)Nc5ccccc5F)c(N)c24)CC(C)(C)CC3=O)cc1	3%[76.3 µM]
CSc1ccccc1NC(=O)c1cc(-c2ccc3c(c2)OCO3)on1	0%[76.3 µM]
O=C(Nc1ccc(F)cc1)Nc1cccnc1	-5%
CCN(c1ccc(C)cc1C)S(=O)(=O)c1nnc(NC(=O)c2ccco2)s1	-2%[76.3 µM]
CC(=O)N1c2ccc(S(=O)(=O)NCC3CCC(C(=O)N4CCC(C)CC4)CC3)cc2CC1C (stereo not given)	-2%[76.3 µM]
COc1cc(-c2noc(C)c2C#CC2(N)CCCCC2)cc(OC)c1OC	11%[76.3 µM]
Cc1ccc(C)c(Cn2c(C(=O)O)c(CNCc3cccs3)c3ccccc32)c1	-11%[76.3 µM]
CCc1ccccc1N1CC(c2nc3ccccc3n2CC(C)C)CC1=O (stereo not given)	12%[76.3 µM]
CCCN1C(=O)c2ccccc2NC1c1ccc(Cl)c(Cl)c1 (stereo not given)	-10%
CC(C)Cn1c(=O)c2ccccc2n2c(CCC(=O)N3CCN(c4cccc(Cl)c4)CC3)nnc12	11%[76.3 µM]
COCCN1CCN(C(=O)c2ccc3nc(Cc4ccccc4F)oc3c2)CC1	1%[76.3 µM]
COc1ccc(Nc2ccc(Cl)nn2)cc1	1%
CCOc1cc(C(c2c(C)[nH][nH]c2=O)c2c(C)[nH][nH]c2=O)cc(Cl)c1O	-1%
Cc1nn(C(=O)CCC(=O)NCCc2ccccc2)c2ccccc12	-20%[76.3 µM]
O=C(CSc1nncn1-c1ccccc1)Nc1cc(F)ccc1F	3%
Cc1oc2cc3oc(=O)c(CCC(=O)NCCC(=O)O)c(C)c3cc2c1C	-8%
O=C(c1ccc(NC(=O)C(c2ccccc2)c2ccccc2)cc1)c1ccc(C(=O)O)c(C(=O)O)c1	-1%[76.3 µM]
O=C(CCC(=O)N1CCSc2ccccc21)NCc1ccc(Cl)cc1	-5%[76.3 µM]
CCC(C(=O)NC(C)c1ccccc1)C(=O)NC(C)c1ccccc1 (stereo not given)	8%
COc1cc2c(cc1CN1CCN(C(=O)c3cc(OC)c(OC)c(OC)c3)CC1)OCO2	-4%[76.3 µM]
COc1ccc(CCC(=O)NNC(=O)Nc2ccc(C(C)=O)cc2)cc1	0%[76.3 µM]
CC(C)[C@H](NC(=O)N1CCn2c1nc1ccccc12)C(=O)NCc1ccccc1Cl	9%[76.3 µM]
O=c1c2ccccc2n(Cc2cccc(Cl)c2)c(=O)n1CCc1ccccc1	5%[76.3 µM]
Cc1ccc(-c2cc(-c3ccccc3)nc(NN)n2)cc1	-15%[76.3 µM]
CS(=O)(=O)c1ccc(-c2csc(-c3cccnc3)n2)cc1	-3%
CCc1ccc(NS(=O)(=O)c2c(C(=O)N3CCOCC3)c(C)n(C)c2C)cc1	-1%[76.3 µM]
Cc1ccccc1NC(=O)N1CCc2cc(S(=O)(=O)N3CCC(C)CC3)ccc21	17%[76.3 µM]
NC(=O)CCN1CCC(c2nc3ccccc3s2)CC1	10%[76.3 µM]
Cc1cc(NS(=O)(=O)c2ccc(NC(=O)c3ccc(Cl)cc3Cl)cc2)no1	-8%
COc1cccc(-c2ccc(NC(=O)C3CCCN(Cc4cnn(C(C)C)c4)C3)cc2)c1 (stereo not given)	5%[76.3 µM]
COc1cc2c(cc1OC)C(c1ccc(N(C)C)cc1)NCC2 (stereo not given)	?
COCC1CCN(C(=O)C2CCC(=O)N(C3CCCC3)C2)CC1 (stereo not given)	-5%[76.3 µM]
Cc1ccc2c(c1)N(C(=O)CCC(=O)N1CCOCC1)CCO2	-1%[76.3 µM]
COc1cccc(CNCc2ccc(OC)c3ccccc23)c1OC	5%
Cc1cccc(C(=O)Oc2cc(C)[nH]c(=O)c2[N+](=O)[O-])c1	2%[76.3 µM]
Fc1cc(Br)cc(F)c1NC(=S)N1CCOCC1	5%
CCc1ccc(NC(=O)C(Cc2ccccc2)NS(=O)(=O)c2ccc3c(c2)c(=O)n(C)c(=O)n3C)cc1 (stereo not given)	-1%[76.3 µM]
CC(C)n1nccc1N(Cc1ccc(C#N)cc1)S(=O)(=O)c1ccccc1	5%
Cn1c(=O)c2c(ncn2CCOc2ccc(F)cc2)n(C)c1=O	8%
CCN(CC(=O)NC(C)(C)C)Cc1cc(=O)n2c(-c3ccccc3)csc2n1	2%[76.3 µM]
Cc1ccc(C(=O)NCCCN2CCOCC2)c(Cl)c1	14%[76.3 µM]
Cc1cc(OCC(=O)N(Cc2cccs2)C2CCS(=O)(=O)C2)ccc1Cl (stereo not given)	-2%[76.3 µM]
COc1ccc(C(=O)COC(=O)CCCC(=O)NC2CCCCC2)cc1	-7%[76.3 µM]
Nc1nonc1C(=O)NCCNCc1cccc(Cl)c1Cl	?
Nc1ccc(C(=O)N2CCN(S(=O)(=O)c3ccc4c(c3)OCCO4)CC2)cc1[N+](=O)[O-]	-6%[76.3 µM]
COc1ccc(CCN2CC(C(=O)N(C)CCOc3ccccc3)CCC2=O)cc1 (stereo not given)	-11%[76.3 µM]
Cc1cccnc1NC(=O)C(c1ccccc1)c1ccccc1	-4%[76.3 µM]
Cc1sc2nc(SCC(=O)Nc3ccc(S(N)(=O)=O)cc3)[nH]c(=O)c2c1C	6%[76.3 µM]
COc1cccc(N2CCN(C(=O)c3ccc(-c4ccccc4)cc3)CC2)c1	3%[76.3 µM]
CC(=O)Nc1ccc(N(C(=O)c2ccco2)C(C(=O)NC2CCCC2)c2ccc(N(C)C)cc2)cc1 (stereo not given)	6%

# Random excerpt: five records from the list, in no set order.
SMILES	GAA glycogen
COc1cccc(N2CCN(C(=O)c3ccc(-c4ccccc4)cc3)CC2)c1	3%[76.3 µM]
CCN(CC(=O)NC(C)(C)C)Cc1cc(=O)n2c(-c3ccccc3)csc2n1	2%[76.3 µM]
Cc1cccnc1NC(=O)C(c1ccccc1)c1ccccc1	-4%[76.3 µM]
Cc1ccc(C(=O)NCCCN2CCOCC2)c(Cl)c1	14%[76.3 µM]
Nc1nonc1C(=O)NCCNCc1cccc(Cl)c1Cl	?

# Next section:
SMILES	GAA glycogen
CCOC(=O)c1ccccc1NC(=O)c1nn(-c2ccc(OC)c(Cl)c2)c(=O)c2c1c1ccccc1n2C	16%[76.3 µM]
O=C(c1ccccc1)N1CCCC(c2nc3c(nnn3Cc3ccc(F)cc3F)c(=O)[nH]2)C1 (stereo not given)	11%[76.3 µM]
O=C(COc1ccc(Cl)cc1)Nc1cc(NC(=O)COc2ccc(Cl)cc2)cc(C(=O)O)c1	-1%[76.3 µM]
COc1cccc(N2CCN(C(=O)c3ccc(Cl)c(NC4=NC5CS(=O)(=O)CC5S4)c3)CC2)c1 (stereo not given)	-14%[76.3 µM]
